Xi reactivation: activators of inactive X chromosome reactivation, primary screen, imaging, XiGFP fibroblasts, GFP high-content imaging, set 2; activation, % at 7.58 µM; 360,000 tested, 0.055% active; XiGFP mouse fibroblasts, % GFP-positive cells imaging, 3 d; cells co-treated with 5-aza-dC sensitizer; scaled so ellipticine positive control = 100%; AID 743238, 2013;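 active means mean normalized replicate activation at least 10% and every replicate at or above 10%; inconclusive means only one of the two criteria met; inactive means mean below 10% and not all replicates reach 10%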;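 further: 0% = median of on-plate neutral control wells and 100% = ellipticine 6 µM median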
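Material: XiGFP fibroblasts, SV40-immortalized. Buffer or medium: DMEM plus 5-aza-dC sensitizer. Compound: single concentration per compound, delivered by pin transfer. Times: 3 days compound exposure. Controls: ellipticine 6 µM.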
E-selectin induc: E-selectin induction in HUVECs, primary screen, imaging, HUVEC, immunofluorescence imaging, single point; P16581; normalized: neutral wells 0, TNF-alpha wells 100; activation, % at 7.58 µM; 260,000 tested, 0.37% active; AID 686992, 2013;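 active means mean E-selectin-positive cell signal at least 10% of the positive control, reached in at least 60% of replicates, without over 20% cell loss; inconclusive means no rule given, readout overlaps actives, possibly toxicity-flagged; inactive means the rest, including those meeting only one limit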;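 further: in these data hits start at about 27%; measured in HUVEC primary endothelial cells; signal is the percent of cells scored E-selectin positive by PE staining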
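Test system: HUVEC | Signal: Immunofluorescence imaging | Read-out: Percent E-selectin-positive cells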
EWS-Fli inh: EWS/Fli-driven NR0B1 reporter inhibitors, primary screen, A673 cells, NR0B1 luciferase, luminescence, MLPCN library; viability-normalised; inhibition, % at 12.6 µM; 350,000 tested, 0.67% active; AID 651661, 2012;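 active means mean inhibition of at least 50% after viability correction, with every replicate also passing that limit; inconclusive means mean reaches 50% but only one of two replicates passes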;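 further: firefly luciferase signal divided by Alamar Blue viability fluorescence both relative to DMSO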
RAD54 branch: inhibitors of human RAD54 branch migration, primary screen, biochemical, fluorescence, single point; DNA repair and recombination protein RAD54-like (Homo sapiens), Q92698; RAD54 Holliday junction branch migration, FAM/BHQ fluorescence; inhibition, % at 10.4 µM; 360,000 tested, 0.14% active; AID 602329, 2012;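 active means mean normalized replicate activity at least 40 and at least half of replicates scoring 40 or more; inconclusive means only one of the two criteria met; inactive means mean below 40 and under half of replicates reaching 40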;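 further: 0% = median of neutral control wells and 100% = median of positive control wells; inhibitors cause a drop in the FAM fluorescence signal; in these data hits start at about 50%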
RAD52 inh: RAD52 DNA annealing inhibitors, primary screen, biochemical, FRET, single point, set 2; DNA repair protein RAD52 homolog (Homo sapiens), P43351; recombinant RAD52 DNA annealing, FRET fluorescence; inhibition, % at 18.7 µM; 360,000 tested, 0.46% active; AID 651710, 2012;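 active means every replicate showing at least 50% inhibition; inconclusive means mean inhibition at least 50% but not in every replicate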
Target sequence (P43351 whole entry, looked up): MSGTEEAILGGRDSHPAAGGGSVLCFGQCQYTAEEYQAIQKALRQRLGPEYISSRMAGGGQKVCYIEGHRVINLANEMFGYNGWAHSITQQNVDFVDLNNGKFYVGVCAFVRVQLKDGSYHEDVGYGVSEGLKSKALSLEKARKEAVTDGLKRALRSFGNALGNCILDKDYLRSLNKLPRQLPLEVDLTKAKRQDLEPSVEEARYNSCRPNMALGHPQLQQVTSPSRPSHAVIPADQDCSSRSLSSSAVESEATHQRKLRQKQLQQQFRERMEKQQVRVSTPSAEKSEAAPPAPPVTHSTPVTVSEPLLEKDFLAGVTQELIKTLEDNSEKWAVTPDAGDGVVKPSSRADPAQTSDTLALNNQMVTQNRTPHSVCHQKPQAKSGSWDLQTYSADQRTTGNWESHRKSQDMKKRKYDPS
FN deposit inh: inhibitors of fibronectin matrix deposition, primary screen, AH1F cells, Alexa488-fibronectin fluorescence, plate reader; inhibition, % at 12.6 µM; AH1F fibroblasts, overnight; 350,000 tested, 0.086% active; AID 743247, 2014;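 active means mean inhibition across replicates of 30% or more, regardless of how many single replicates reach that level; inconclusive means mean under 30% yet at least half of replicates reach 30%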;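 further: positive control wells lacked labelled fibronectin entirely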
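Material – AH1F fibroblast monolayer, labelled fibronectin deposition · Reagent – labelled fibronectin 24 nM · Timing – 1 h adhesion, overnight exposure · Measured by – fluorescence at 485 nm excitation, 525 nm emission · Read-out – inhibition of fibronectin deposition signal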
esBAF inh: Bmi1 luciferase reporter increase in mESCs, primary screen, esBAF inhibitor project, mouse ES cells, Bmi1 luciferase knock-in, single point; 24 h; 100% = twice the neutral-well signal; reporter increase, % at 12.5 µM; 350,000 tested, 2% active; AID 602393, 2012; in the data active means activation above about 40%; inconclusive means no clear call, values can overlap the other calls;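 further: 0% = median of the plate's neutral control wells and 100% = double that signal; a rise in the Bmi1 reporter signal indicates esBAF inhibition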
S100A4 MyoIIA: inhibitors of S100A4-myosin IIA peptide binding, primary screen, biochemical, fluorescence polarization, TAMRA-MyoIIA peptide; 360,000 tested, 0.14% active; inhibition, % at 10.7 µM;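 active means mean inhibition of at least 70% across replicates, with every replicate also reaching that level; inconclusive means mean inhibition reaches 70% but some replicates fall short; inactive means mean inhibition below 70%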
Target sequence (P26447 whole entry, looked up): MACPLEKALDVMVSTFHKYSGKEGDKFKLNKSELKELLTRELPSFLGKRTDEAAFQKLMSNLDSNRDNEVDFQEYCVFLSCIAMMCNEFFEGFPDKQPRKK
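Material: S100A4 monomer protein / Buffer or medium: 50 mM HEPES pH 7.2, 10 mM CaCl2, 100 mM KCl / Times: 5 min incubation before reading / Benchmarks: neutral control DMSO, positive control TFP / Reagent: labelled myosin peptide probe, 5 nM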
* = called active by the depositor; ? = inconclusive; / = no result given; & = joins results of further samples.

SMILES	Xi reactivation	E-selectin induc	EWS-Fli inh	RAD54 branch	RAD52 inh	FN deposit inh	esBAF inh	S100A4 MyoIIA
O=C(CN(C(=O)CCC(=O)Nc1nccs1)c1cccc(F)c1)NCc1ccc(F)cc1	0.0	-0.2	6	-3	1	0	7	0
O=C(NCCc1ccc(F)cc1)C1CCC(=O)N(CC2CCCCC2)C1 (stereo not given)	-0.2	-0.1	-7	8	-25	8	1	-3
CN(CCC#N)C(=O)COc1ccc(Br)cc1Cl	0.0	/	4	4	2	/	-10	0
COc1ccc(OC)c2c1cc(C(=O)N[C@@H](C)C(=O)N[C@@H](C(=O)O)c1ccccc1)n2C	0.1	-0.2	10	-13	-10	-5	-9	4
COc1ccc(C(CNC(=O)c2cc(S(=O)(=O)Nc3cccc(C)c3)ccc2C)N2CCCC2)cc1 (stereo not given)	0.0	-2.4	8	-2	5	-7	5	-12
CCC(c1nnnn1-c1c(C)cccc1C)N1CCN(c2cccc(C(F)(F)F)n2)CC1 (stereo not given)	0.0	-0.1	12	/	-17	-6	/	-2
Cc1ccc(C)c(Cn2nnc3c(=O)[nH]c(C(=O)NCc4ccco4)nc32)c1	/	/	/	0	-18	-2	-2	-4
C[C@H](CO)N1C[C@H](C)[C@H](CN(C)S(=O)(=O)c2ccc(Cl)cc2)Oc2ccc(N(C)C)cc2CC1=O	-0.8	/	-19	-6	-1	/	-1	0
Cc1cc(C)nc(NS(=O)(=O)c2ccc(N)cc2)n1	0.0	0.7	-7	5&-2	-18	6	2&0	-8&-5
Cc1noc(C)c1NC(=O)Nc1ccc2c(c1)C(=O)N(C)[C@@H]1CC[C@H](CC(=O)N(C)C)O[C@H]1CO2	0.4	0.0	2	8	0	-2	-3	4
CC(C)N(Cc1nc(-c2ccccc2)no1)C(=O)C(Cl)(Cl)Cl	0.1	/	-9	/	1	3	/	-2
Cc1cnc(NC(=O)c2cc3c(C)nn(Cc4ccccc4Cl)c3s2)s1	-0.1	-0.2	14	/	-13	-1	13	-2
COc1ccc(C#Cc2ccc([C@@H]3[C@H]4CN(C(=O)Nc5cccc(F)c5)CCCCN4[C@H]3CO)cc2)cc1	0.3	-0.8	15	10	-25	/	-7	/
Cc1cc(C)nc(NC(=O)c2ccc(C)o2)n1	0.5	0.3	-4	2	-25	/	-2	-3
N#C[C@H]1[C@H](c2ccc(C#CCC3CCCC3)cc2)[C@H](CO)N1C(=O)CN1CCOCC1	0.1	-0.2	-2	1	-29	-5	7	-5
c1cncc(-c2ccnc3ncnn23)c1	0.1	/	10	/	-5	0	/	-4
Cc1ccc(NC(=O)COC(=O)Cc2c[nH]c3ccccc23)cc1F	0.0	0.4	10	-8	-13	19	-11	-6
Cc1cc(Cl)ccc1OCC(=O)Nc1ccccc1C(=O)N1CCOCC1	0.2	-0.2	-15	-1	-22	/	-7	-3
CCN(c1ccccc1)S(=O)(=O)c1ccc(Cl)c(NC(=O)CSc2nnc(C)s2)c1	-0.1	-0.2	-9	/	-7	5	-8	1
CCC(=O)N1C[C@H](C)[C@@H](OC)CN(C)C(=O)c2cc(NC(=O)c3cc(C)on3)ccc2OC[C@H]1C	-0.2	1.2	-2	/	/	-6	2	/
C[C@H]1CCCCO[C@@H](CN(C)C(=O)C2CCCCC2)[C@@H](C)CN([C@@H](C)CO)C(=O)c2cc(NC(=O)NC3CCCCC3)ccc2O1	0.2	/	-3	2	12	-3	-4	20
CCOCCCNC(=O)C(c1ccc(OC)cc1)N(Cc1cccs1)C(=O)c1ccccc1O (stereo not given)	0.1	/	-4	/	-14	2	/	5
Cc1nnc2nc(-c3ccccc3)nc(-c3ccccc3)n12	0.0	-0.1	20	6	5	-3	-10	1
COc1cc(C(=O)NCC(c2ccco2)N2CCc3ccccc32)cc(OC)c1OC (stereo not given)	-0.1	-0.1	7	/	-3	-2	-1	31
CCN(CC)CCSc1nc2ccccc2c(=S)n1-c1ccccc1	0.4	/	14	/	3	-5	/	-1
CN(Cc1ccc(Cl)cc1Cl)C(=O)c1cc(=O)c2ccccc2o1	0.0	0.4	-8	-15	-5	1	2	3
CNC(=O)C[C@H]1CC[C@H]2[C@@H](COC[C@H](O)CN2Cc2ccc(Cl)c(Cl)c2)O1	-0.1	-0.1	-10	12	5	2	-3	-8
C[C@@H]1CN([C@H](C)CO)C(=O)Cc2cc(NS(=O)(=O)c3cn(C)cn3)ccc2O[C@@H]1CN(C)CC1CCCCC1	0.2	0.2	1	-4	4	/	2	4
CN(C)CC(=O)Nc1ccc2c(c1)[C@@H]1C[C@H](CC(=O)NC3CCCCC3)O[C@H](CO)[C@@H]1O2	0.1	1.1	0	10	-9	/	5	4
COc1ccc(C2=NN(S(C)(=O)=O)C(c3cccs3)C2)cc1OC (stereo not given)	0.1	/	-47	/	-28	/	?	3

Three compounds already listed, arranged by their value in esBAF inh, high to low.
SMILES | RAD52 inh | esBAF inh | S100A4 MyoIIA
CN(C)CC(=O)Nc1ccc2c(c1)[C@@H]1C[C@H](CC(=O)NC3CCCCC3)O[C@H](CO)[C@@H]1O2 | -9 | 5 | 4
C[C@H]1CCCCO[C@@H](CN(C)C(=O)C2CCCCC2)[C@@H](C)CN([C@@H](C)CO)C(=O)c2cc(NC(=O)NC3CCCCC3)ccc2O1 | 12 | -4 | 20
Cc1cc(Cl)ccc1OCC(=O)Nc1ccccc1C(=O)N1CCOCC1 | -22 | -7 | -3

Next results.
SMILES	Xi reactivation	E-selectin induc	EWS-Fli inh	RAD54 branch	RAD52 inh	FN deposit inh	esBAF inh	S100A4 MyoIIA
COc1ccc(CN(C)C[C@@H]2Oc3c(NS(=O)(=O)c4cn(C)cn4)cccc3C(=O)N([C@H](C)CO)C[C@@H]2C)cc1	0.4	0.2	0	-18	-7	/	-2	-6
CSc1sc(C(=O)NCC2CC2)cc1S(=O)(=O)C(C)C	0.1	-0.1	8	-3	10	0	7	1
CCOC(=O)c1ccc(Oc2nc(OC)cc(OC)n2)cc1	0.1	0.0	7	/	-8	-8	/	3
C/C(=N\NC(=O)COc1cc(C)cc(C)c1)c1cccc(NC(=O)C2CCC2)c1	0.1	0.4	10	5	-11	/	1	-1
CN(C(=O)CSc1nnnn1-c1ccc(Cl)cc1)C1CCS(=O)(=O)C1 (stereo not given)	0.0	/	6	1	-10	1	-4	10
Cc1ccc(-c2nc3[nH]c(=O)cc(NC(=O)C(C)C)n3n2)cc1	0.2	-0.4	-8	7	-6	0	-6	1
COc1ccc(-n2ccn(CC(=O)Nc3ccc(OC)cc3OC)c(=O)c2=O)cc1	0.1	/	-1	-10	3	-1	6	-3
COc1ccc2c3c(n(C)c2c1)[C@@H](CO)N(Cc1ccc2c(c1)OCO2)CC31CN(C(=O)C2CC2)C1	0.4	0.0	9	/	-2	/	/	-1
O=C(O)C[C@@H]1CC[C@@H](NC(=O)CCN2CCCCC2)[C@H](CO)O1	-0.1	0.1	1	/	5	3	/	1
CO[C@@H]1CN(C)C(=O)c2cc(NC(=O)C3CC3)ccc2OC[C@@H](C)N(CC2CCCC2)C[C@@H]1C	0.0	0.0	0	3	-16	-2	-1	1
COc1ccc(NC(=O)CCCC2=NS(=O)(=O)c3ccccc3N2)cc1	0.4	-0.1	-3	2	-1	-1	-7	8
c1ccc2c(c1)OCCOCCOCCO2	0.2	-0.1	1	-2	-15	-5	-3	-5
COc1ccc(S(=O)(=O)N(C)C[C@H]2Oc3ccc(NC(=O)NC(C)C)cc3C(=O)N([C@H](C)CO)C[C@@H]2C)cc1	-0.1&-0.1	0.0&0.0	-1&-1	17	-8	2&-3	3&-6	-5
COc1cc(NC(=O)CSc2nnc3n2C(C)(C)Cc2ccccc2-3)cc(OC)c1	/	/	/	10	3	/	5	2
CC(=O)Cn1c(=O)oc2ccccc21	-0.1	/	5	-1	-5	5	3	-1
Cc1cc(C(O)c2ncc(-c3cccc(F)c3)[nH]2)ccc1F (stereo not given)	0.0	-0.3	-4	4	-7	-6	9	-3
CC(C)C#Cc1ccc([C@@H]2[C@H]3CN(S(=O)(=O)c4ccccc4)CC(=O)N3[C@H]2CO)cc1	0.1	0.5	-11	/	18	-2	/	-1
CC(C)CN(C(=O)COc1ccc(-c2nnco2)cc1)C1CCS(=O)(=O)C1 (stereo not given)	-0.1	0.1	-2	-18	-10	4	-4	-5
CCOC(=O)c1ccc(NC(=O)NCc2ccc(OC)cc2)cc1	0.1	/	-15	/	-13	/	/	-2
O=C(Cc1cccc(F)c1)Nc1ccc2c(c1)CCC2	0.2	0.1	-81	/	-17	0	34	-3
Cc1noc(C)c1S(=O)(=O)NC(=O)C1(C)CCN1C(=O)Cc1ccc(Cl)cc1Cl (stereo not given)	0.1	0.1	4	-6	27	13	5	0
CO[C@@H]1CN(C)C(=O)c2cc(NC(=O)C3CCCCC3)ccc2OC[C@@H](C)N(Cc2cccnc2)C[C@@H]1C	0.4	-0.1	31	-1	11	2	1	4
CC(=O)N1N=C(c2ccc(Cl)cc2)OC1(C)C	0.2	-0.8	4	/	-7	2	/	-7
C=CCOc1ccc(C2C3=C(CCCC3=O)N(CC(=O)O)C3=C2C(=O)CCC3)cc1OCC	0.0	/	14	2	-13	-6	-3	2
O=C(O)c1ccc(Cl)c(NC(=O)C2CCN(S(=O)(=O)c3ccc4c(c3)OCCO4)CC2)c1	0.4	-0.4	5	12	-47	/	-2	3
C[C@@H]1CN([C@H](C)CO)C(=O)c2cc(C#Cc3ccccc3F)cnc2O[C@@H]1CN(C)C(=O)c1ccc2c(c1)OCO2	-0.1	-0.7	-16	1	11	4	3	-2
CN1C(=O)c2cc(NC(=O)Cc3cccs3)ccc2OC[C@H]2O[C@@H](CC(=O)NCCCN3CCOCC3)CC[C@@H]21	0.2	-0.1	-4	-2	-3	-6	0	0
COc1ccc(CN=C2NC(=O)CC(C(=O)Nc3ccc([N+](=O)[O-])cc3C)S2)cc1 (stereo not given)	0.1	/	6	/	-3	/	/	20
COc1ccccc1S(=O)(=O)N[C@H]1CC[C@H](CCNC(=O)C2CCC2)O[C@H]1CO	-0.6	0.7	-7	-19	7	/	1	3
Cc1noc(C)c1NC(=O)Nc1ccc2c(c1)CC(=O)N([C@@H](C)CO)C[C@H](C)[C@H](CN(C)S(=O)(=O)c1ccc(Cl)cc1)O2	0.0	0.1	-1	48	0	/	-2	2
CCCCC(=O)Nc1nnc(CCOC)s1	0.7	-0.2	1	/	-7	1	-3	-4
CCOC(=O)c1c(NC(=O)COC(=O)c2ccc(NC(=O)CC#N)cc2)sc(C(=O)NC)c1C	0.1	0.3	10	-5	-42	/	-2	6
